High-throughput results from PubChem.
DRD3 antagonist = D3 dopamine receptor (human) antagonism; 360,000 compounds, 2.5% hits; D3R cells, DiscoveRx beta-arrestin luminescence, antagonist mode; stronger effect = lower value; max response, negative = inhibition, %; in the data active = max response below about -50%; inconclusive = no clear call, values can overlap the other calls; also: % is scaled to controls: 0 for no effect and ±100 for the full control effect; mostly tested at two doses, the higher about 12 µM
Target sequence (P35462 whole entry, looked up): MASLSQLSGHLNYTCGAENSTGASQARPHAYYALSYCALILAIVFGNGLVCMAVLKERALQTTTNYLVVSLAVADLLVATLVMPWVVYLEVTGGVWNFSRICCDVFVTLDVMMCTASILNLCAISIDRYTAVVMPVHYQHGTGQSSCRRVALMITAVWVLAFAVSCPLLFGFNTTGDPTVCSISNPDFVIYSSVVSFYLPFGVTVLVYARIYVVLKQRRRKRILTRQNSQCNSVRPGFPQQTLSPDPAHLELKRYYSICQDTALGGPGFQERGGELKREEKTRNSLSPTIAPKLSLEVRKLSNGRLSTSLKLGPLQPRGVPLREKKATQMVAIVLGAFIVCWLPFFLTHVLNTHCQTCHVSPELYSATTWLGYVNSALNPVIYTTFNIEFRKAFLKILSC
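Cells plated overnight at 1500 cells/well, then exposed to library compounds with dopamine controls for 90 minutes at 37 degrees C. DiscoveRx reagent added for 30–60 minutes at room temperature; luminescence read, quantitative HTS format.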
HEK293 tox = cytotoxicity in counter-screen for GLP-1R inverse agonists; HEK293 cAMP-luciferase reporter cells, luminescence, 24 h; Potency, µM (titrated, usually from 38.3 µM), for inactives: at the highest dose activity change, negative = inhibition, hits mostly inhibitors; 410,000 compounds, 0.13% hits; AID 624418;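 also: loss of luciferase light is scored as toxicity; potency is read from the fitted curve at half-maximal effect; % is scaled to controls: 0 for no effect and ±100 for the full control effect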
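1536-well qHTS counterscreen of the MLSMR; 200 cells/uL, 12 h pre-incubation, 23 nL cpd, 24 h at 37 deg C 5% CO2, luciferase detection reagent, 12 min RT, luminescence. Inhibition = undesired.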
PLK1 PBD block = PLK1 (human) polo-box domain binding inhibition; P53350; Plk1 PBD binding of FITC phosphopeptide, fluorescence polarization; Potency, µM, inactives show max response, negative = inhibition, actives largely listed as inhibitors; 360,000 compounds, 2.8% hits; AID 720504; also: potency is read from the fitted curve at half-maximal effect; series mostly up to about 57 µM; % is scaled to controls: 0 for no effect and ±100 for the full control effect; nearly all actives have a fitted effect of over 65% in size
Target sequence (P53350 whole entry, looked up, the tested form may be a part): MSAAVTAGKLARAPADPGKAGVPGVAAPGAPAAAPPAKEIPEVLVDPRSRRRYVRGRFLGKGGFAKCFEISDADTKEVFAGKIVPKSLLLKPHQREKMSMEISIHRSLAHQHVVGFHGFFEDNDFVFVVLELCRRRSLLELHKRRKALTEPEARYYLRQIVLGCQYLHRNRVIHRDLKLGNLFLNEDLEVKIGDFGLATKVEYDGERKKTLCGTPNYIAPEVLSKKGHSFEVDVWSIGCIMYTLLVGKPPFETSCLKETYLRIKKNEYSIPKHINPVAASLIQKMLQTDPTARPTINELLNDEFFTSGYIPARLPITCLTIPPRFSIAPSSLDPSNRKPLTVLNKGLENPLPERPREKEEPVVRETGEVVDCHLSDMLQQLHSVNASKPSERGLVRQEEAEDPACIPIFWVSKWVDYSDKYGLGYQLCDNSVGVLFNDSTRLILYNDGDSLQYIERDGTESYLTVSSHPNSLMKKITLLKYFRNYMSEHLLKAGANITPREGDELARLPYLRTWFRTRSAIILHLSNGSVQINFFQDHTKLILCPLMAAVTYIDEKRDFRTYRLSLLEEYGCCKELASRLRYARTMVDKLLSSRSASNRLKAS
WRN helicase inh = WRN helicase (human) inhibition | Q14191 | WRN helicase unwinding, fluorescent forked duplex, kinetic | Potency, µM (top dose mostly 114 µM), without a hit: top-dose activity change, negative = inhibition, hits mostly inhibitors | 360,000 compounds, 0.46% hits | AID 651768; also: potency is read from the fitted curve at half-maximal effect; % is scaled to controls: 0 for no effect and ±100 for the full control effect; nearly all actives have a fitted effect of over 55% in size
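Fluorescence dequenching readout, ex 525 nm/em 598 nm, kinetic mode: forked duplex DNA (100 nM final) with adjacent fluorophore and quencher unwound by WRN (20 nM final) with 2 mM ATP. Compound preincubation 15 min, room temperature.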
IL2 activator = activators of IL-2; activation, % (series mostly up to about 46 µM); 360,000 compounds, 0.065% hits; IL-2 activation reporter assay, cell-based qHTS; stimulated with anti-CD3/CD4/CD28 beads; in transgenic mouse T cells; in the data active = activation above about 50%; inconclusive = mostly about 30% to 49%; also: 0% is about no effect
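Unstimulated transgenic mouse T cells preincubated 60 min with compound, then stimulated with anti-CD3/anti-CD4-coated beads plus anti-CD28 for 18 h at 37 degrees C. IL-2 response read as EGFP and DsRed fluorescence by plate cytometry.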
DRD3 agonist = D3 dopamine receptor (human) agonism. P35462. D3R DiscoveRx beta-arrestin cells, luminescence, 90 min. max activation, %. 410,000 compounds, 0.58% hits; in the data active = max activation above about 30%; also: 0% is about no effect; mostly tested at two doses, the higher about 12 µM
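Agonist-mode cell screen: cells plated at 1500/well and incubated overnight at 37 °C, then exposed to library compounds for 90 min at 37 °C. Detection reagent was added for 30–60 min at room temperature, and luminescence was read.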
GLP-1R agonist = GLP-1 receptor (human) agonism. HEK293 GLP-1R CRE-luciferase, luminescence, 4-6 h; cells express a hypersensitive GLP-1R form. AID 624172. Potency, µM (top dose mostly 45.6 µM), inactives show top-dose activation, actives largely listed as activators. 380,000 compounds, 0.007% hits; also: potency is read from the fitted curve at half-maximal effect; % of control where 0% means no effect
GLP-1R inv ag = inverse agonists of human GLP-1 receptor. P43220. HEK293 GLP-1R CRE-luciferase, luminescence, 24 h; GLP-1R form is constitutively active. Potency, µM (titrated, usually from 38.3 µM), inactives show at the top dose activity change, negative = inhibition, usual class: inhibitors. 410,000 compounds, 1.6% hits. AID 624417; also: potency is read from the fitted curve at half-maximal effect; % is scaled to controls: 0 for no effect and ±100 for the full control effect; nearly all actives have a fitted effect of over 55% in size
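Luminescence readout: a drop in cAMP-driven luciferase signal flags inverse agonism at a constitutively active GLP-1R stably expressed in HEK293. Compound exposure lasted 24 hr at 37 deg C, 5% CO2.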
PI5P4K alpha inh = PI5P4K alpha (human) kinase inhibition; P48426; PI5P4Kalpha enzyme, ADP-Glo luminescence, 60 min; stronger effect = lower value; max response, %; 330,000 compounds, 1.2% hits; AID 652105; active = max response of -50% or lower; inconclusive = between -30% and -50%; inactive = -30% or higher; also: value at the top dose of about 77 µM; % is scaled to controls: 0 for no effect and ±100 for the full control effect
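qHTS, 1536-well: enzyme/substrate mix, compound by pin tool, 5 microM ATP final; RT 60 min; ADP-Glo reagents 1 (45 min) then 2 (30 min); luminescence.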
Starred values were filed as active, the others as inactive; u = inconclusive; x = not tested or not shown; [ ] = remark or other dose. Unless noted, calls follow the shape of the dose curve; as a rule, active = well fitted curve in the direction sought with a large enough effect; inconclusive = small, poorly fitted or top-dose-only effect, or another doubt; inactive = no such curve, though single readings can be large; an effect the other way counts as inactive or inconclusive.

SMILES,DRD3 antagonist,WRN helicase inh,PLK1 PBD block,DRD3 agonist,PI5P4K alpha inh,GLP-1R inv ag,GLP-1R agonist,HEK293 tox,IL2 activator
O=C1CCNc2ccc(-c3ccccc3)cc21,1.2,-21.3%,9.47µM*,-1.8,-1.2,0.2%,14.4%,163.2%[activator],-0.1
Cn1nnnc1SCC(=O)c1cccs1,-13.8,-17.1%,-19.7%,14.6,x,1.1%,-2.5%,3.7%,-2.1
c1ccc(CN2CCN(c3nc(-c4ccccn4)nc4ccccc34)CC2)cc1,-8.9,0.1%,-6.4%,2.7,8.9,1.3%,-0.7%,-7.9%,0.9
COc1cccc(-c2noc(-c3ccc4c(c3)OCO4)n2)c1,11.6,1.2%,-2.0%,10.3,21.5,2.1%,7.9%,12.1%,3.6
CCOC(=O)N1CCC(NC(=O)c2cnn(-c3ccc(F)cc3)c2-n2cccc2)CC1,x,x,x,-3.9,x,-5.1%,-7.8%,1.3%,x
O=C(Nc1ncc2c(n1)-c1ccccc1OC2)c1ccc(F)cc1,0.1,1.2%,-2.7%,0.0,8.7,-7.6%,1.8%,16.2%,-0.3
CCN(CC(=O)Nc1ccc2c(c1)OCCO2)C(=O)CCc1ccc(OC)cc1,12.2,2.5%,-4.8%,3.9,4.6,-5.8%,-1.3%,13.3%,0.1
Cc1cnc(C)c(N2CCC(C(=O)NCc3cccs3)CC2)n1,0.0,-22.7%,-0.2%,-0.6,1.3,12.2%,13.7%,-9.9%,4.0
Cc1cc2ccccn2c1C(=O)c1ccc(Cl)c([N+](=O)[O-])c1,u,-12.3%,3.3%,-8.7,8.3,-16.6%,22.4%,-19.9%,-3.6
CCCCn1c(/C=C/c2ccco2)nc2ccccc21,27.5,-33.6%,-1.8%,3.7,-24.8,3.5%,8.8%,-0.6%,0.1
COC(=O)c1ccccc1NC(=O)N1CCN(S(C)(=O)=O)CC1,12.5,-7.7%,-0.6%,-8.1,1.2,-5.0%,1.3%,3.2%,-0.9
Cc1cccc(N2CCN(S(=O)(=O)c3c(C)[nH]c(C)c3C(=O)N3CCCC3)CC2)c1C,-19.4,-3.6%[57.1 µM],-20.8%,-4.0,5.3,u,1.8%,4.8%,2.7
Cc1noc(C)c1COc1ccccc1C(=O)NNC(=O)c1ccc(F)cc1,12.6,-0.3%,0.5%,1.6,6.2,12.7%,-3.2%,2.1%,1.3
O=C(c1cc2c(s1)CCCC2)N1CCN(C(=O)C2CCCO2)CC1 (stereo unspecified),-11.0,-3.1%,-8.7%,23.8,x,-26.3%,-2.2%,-10.5%,2.1
Cc1cccc(C)c1NC(=O)CN1C(=O)NC(C)(C2CC2)C1=O (stereo unspecified),6.2,6.5%,-0.1%,2.4,2.0,4.1%,-10.4%,-9.8%,-1.4
CCc1ccccc1OCC(=O)Nc1ccc(S(N)(=O)=O)cc1,5.6,7.8%,-8.8%,-23.3,x,5.8%,12.9%,4.5%,-3.1
CC1CCCC(C)N1C(=O)CN1C(=O)NC2(CCCCCC2)C1=O (stereo unspecified),4.0,-5.1%,-3.8%,0.7,1.9,2.9%,-4.0%,-16.1%,-4.3
CCCCOC(=O)CCN1C(=O)/C(=C2\SC(=S)N(CCC(=O)OCCCC)C2=O)SC1=S,0.7,-4.7%,-26.1%,-4.4,8.4,17.7%,5.3%,-0.1%,0.1
CCOc1ccccc1-c1cc(C(=O)N/N=C/c2ccc(O)c(OC)c2)c2ccccc2n1,23.8,-17.5%,-2.5%,6.8,-1.6,13.4%,15.3%,-7.0%,-0.6
CCc1ccc(S(=O)(=O)Nc2ccc(N3CCN(C)CC3)cc2)cc1,-82.1*,-2.7%,2.1%,-9.2,-4.2,u,5.1%,14.8%,0.1
CC(=O)N(CCc1ccccc1)c1ccc2c(c1)C1CC2CCN1C(=O)OCc1ccccc1 (stereo unspecified),0.0,-4.1%,-1.0%,-4.9,10.5,u,-2.8%,u,-3.5
O=C(c1cccnc1)N1CCN(S(=O)(=O)c2ccc(S(=O)(=O)N3CCCC3)cc2)CC1,30.6,-8.5%,-8.2%,10.7,x,0.0%,-2.8%,14.9%,-0.4
COc1ccccc1/C=C\C(=O)NCC(=O)N/N=C/c1cccc(OC)c1O,u,-29.5%,-2.5%,-15.9,-14.4,u,-4.6%,-8.3%,-1.2
COc1ccc(-c2noc(CCCC(=O)NCCc3ccccc3)n2)cc1OC,8.9,-1.0%,0.9%,4.1,1.9,25.1%,4.3%,-1.8%,-1.8
COc1ccc(C(C)(NC(C)=O)c2nc(-c3ccccc3OC)cs2)cc1 (stereo unspecified),-88.4*,-9.7%,-2.0%,-3.5,-6.2,-27.8%,19.4%,-1.0%,-0.6
O=C(O)CSCCn1cccn1,5.8,9.2%,0.1%,1.9,x,3.7%,-0.3%,11.7%,1.1
Cc1cccc(C(=O)NC(C)C(=O)NC(c2nc3ccccc3[nH]2)C(C)C)c1 (stereo unspecified),-7.0,5.0%,-6.8%,-7.3,1.7,-11.4%,6.8%,-1.3%,0.4
COc1ccccc1NC(=O)c1ccccc1NC(=O)c1ccccn1,-9.5,11.5%,-4.4%,-2.9,0.8,37.5%[activator],18.3%,-0.1%,-2.7
NCc1cccc(-n2cccn2)c1,-19.0,13.2%,-6.9%,0.2,0.1,1.2%,-9.5%,-8.4%,-1.7
CN1C(=O)[C@@H]2[C@H](C1=O)[C@@H]1C(=O)Nc3ccccc3C(=O)N1[C@@H]2c1ccc(F)cc1,1.2,-4.2%,-16.9%,0.0,3.7,-2.9%,-0.9%,-6.5%,-4.2

Single values from the results shown:
GLP-1R agonist, COc1ccccc1NC(=O)c1ccccc1NC(=O)c1ccccn1 is entered as 18.3%
PI5P4K alpha inh, CC(=O)N(CCc1ccccc1)c1ccc2c(c1)C1CC2CCN1C(=O)OCc1ccccc1 (stereo unspecified) is entered as 10.5

(next part)
SMILES,DRD3 antagonist,WRN helicase inh,PLK1 PBD block,DRD3 agonist,PI5P4K alpha inh,GLP-1R inv ag,GLP-1R agonist,HEK293 tox,IL2 activator
O=C(N/N=C/c1ccc(N2CCOCC2)cc1)c1ccc(O)cc1,0.0,-1.8%,4.1%,-6.2,-3.8,-24.2%,14.3%,-1.4%,0.0
CCOc1ccc(-c2noc(CCCC(N)=O)n2)cc1OC,-9.5,0.6%,-7.4%,-21.6,x,-1.3%,-4.0%,-1.9%,1.1
O=C(Nc1cccnc1)c1ccc(CN2CCc3ccccc3C2)cc1,-74.0*,-12.3%,-4.0%,-13.2,0.2,0.0%,18.5%,3.9%,7.3
O=C(O)COCC(=O)NCc1nc(-c2ccc(C(F)(F)F)cc2)no1,3.7,-0.6%,-6.1%,18.4,5.5,13.8%,3.6%,0.0%,-1.5
Cc1ccccc1CN1CCN(S(=O)(=O)c2ccc(Cl)s2)CC1,-22.9,-33.1%,3.8%,-33.8,6.4,10µM*,0.7%,-9.9%,-5.0
CCOc1ccc(C(=O)NCc2ccco2)cc1,u,-13.3%[57.1 µM],-11.3%,9.3,x,-11.1%,0.6%,10.4%,3.2
CC1(C)CC(=O)C=C(Nc2ccc(Br)cn2)C1,1.4,4.6%,-1.9%,13.2,x,-5.8%,-2.6%,3.5%,0.7
CCCc1nnc(NC(=O)CCC(=O)Nc2ccc(F)cc2)s1,7.9,-4.3%,-0.2%,6.6,x,15.9%,-4.4%,9.0%,-1.0
O=C(Nc1ccccc1)Nc1ccc(O)c2ccccc12,-19.2,1.3%,u,-14.3,-51.6*,u,-7.1%,u,-0.8
Cc1cc(C)c(Cn2c(=O)n(CCC(=O)NCc3ccc4c(c3)OCO4)c(=O)c3ccccc32)c(C)c1,x,x,x,2.2,x,5.1%,0.1%,4.2%,x
CCOC(=O)c1c(CN2CCOCC2)n(-c2ccccc2)c2ccc(O)cc12,15.0,-7.6%,2.9%,-1.9,-4.5,-28.2%,5.2%,-25.7%,-1.0
O=C(NNc1ccccc1Br)C(=O)n1ccc2ccccc21,-7.8,-2.9%,-13.2%,1.0,9.1,u,-3.1%,-17.1%,-1.0
COc1ccc(NC(=O)C2CCN(c3ncnc4c3nc3n4CCCCC3)CC2)c(OC)c1,1.2,0.7%,-4.7%,3.7,-0.4,6.3%,5.2%,-2.5%,-3.0
COc1ccc(-c2c(-c3ccc4c(c3)OCO4)c3ccccc3n2C)cc1,5.2,-6.0%,-9.4%,-7.7,11.8,u,8.9%,3.1%,0.3
CC(=O)c1c(C)[nH]c(C(=O)Nc2nc(-c3ccccc3)c(C)s2)c1C,-9.3,-1.6%,-0.4%,2.5,-4.0,25.8%,14.7%,-5.3%,-1.7
Cn1c(=O)oc2cc(S(=O)(=O)N3CCCC(C(=O)NCCc4ccccc4)C3)ccc21 (stereo unspecified),x,x,x,1.0,x,16.4%,0.9%,-0.8%,x
N/C(=N\OC(=O)c1ccc(Cl)c([N+](=O)[O-])c1)c1ccccc1,-65.3*,1.0%,-1.0%,1.7,0.9,8.2%,-1.2%,2.9%,1.4
CCCOc1ccc(C(=O)NC(=S)N2CCN(c3cc4c(cc3F)c(=O)c(C(=O)O)cn4CC)CC2)cc1,8.1,0.7%,-12.7%,-1.8,u,31.1%,-0.2%,18.5%,-2.4
